Screening results from PubChem BioAssay.
Runt-CBFb FRET: blocks binding of human RUNX1 Runt domain to CBFb | Cerulean-Runt/Venus-CBFb FRET ratio 530/480, 1 h | inhibition, % at 20 µM | hit rate 0.46% among 220,000;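 active means inhibition over about 50% at 20 µM in the single-dose screen, limit read from the data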;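 further: 0% = DMSO wells and 100% = excess unlabeled CBFb competitor control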
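test system = Cerulean-tagged RUNX1 Runt domain (FRET donor) fusion protein | reagent = Venus-CBFb binding partner, 100 nM | incubation = protein complex preformed 1 h, compound exposure 1 h, room temperature, dark | detection = FRET fluorescence | read-out basis = loss of energy transfer signal | controls = 5 µM unlabeled CBFb as full-inhibition high control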
m-calpain inh: calpain II (pig) inhibition; inhibition, % at 16 µM; purified calpain II, fluorogenic peptide substrate, 30 min; AID 1236; hit rate 0.37% among 220,000;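 active means inhibition above about 50%, limit read from the data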
Runt-SMMHC FRET: Runt domain-CBFb-SMMHC interaction inhibition | Cerulean-Runt/Venus-CBFb-SMMHC FRET ratio 530/480, 1 h | Q01196+Q13951 | hit rate 0.74% among 220,000 | inhibition, % at 20 µM;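 active means mean inhibition across duplicate retests at 20 µM reaching about 50%, limit read from the data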;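 further: 0% = DMSO wells and 100% = wells with excess untagged CBFb-SMMHC; inhibitors lower the FRET ratio by blocking Runt binding to CBFb-SMMHC; some results filed as inactive read as strong as hits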
p97 ATPase inh: blocks human p97 ATPase activity; P55072; recombinant p97 ATPase, Kinase-Glo ATP luminescence, 3 h; inhibition, % at 8 µM; hit rate 0.42% among 220,000; AID 1481; in the data active means inhibition above about 15%;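 further: 0% = DMSO vehicle and 100% = wells lacking enzyme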
Target sequence (P55072 whole entry, looked up): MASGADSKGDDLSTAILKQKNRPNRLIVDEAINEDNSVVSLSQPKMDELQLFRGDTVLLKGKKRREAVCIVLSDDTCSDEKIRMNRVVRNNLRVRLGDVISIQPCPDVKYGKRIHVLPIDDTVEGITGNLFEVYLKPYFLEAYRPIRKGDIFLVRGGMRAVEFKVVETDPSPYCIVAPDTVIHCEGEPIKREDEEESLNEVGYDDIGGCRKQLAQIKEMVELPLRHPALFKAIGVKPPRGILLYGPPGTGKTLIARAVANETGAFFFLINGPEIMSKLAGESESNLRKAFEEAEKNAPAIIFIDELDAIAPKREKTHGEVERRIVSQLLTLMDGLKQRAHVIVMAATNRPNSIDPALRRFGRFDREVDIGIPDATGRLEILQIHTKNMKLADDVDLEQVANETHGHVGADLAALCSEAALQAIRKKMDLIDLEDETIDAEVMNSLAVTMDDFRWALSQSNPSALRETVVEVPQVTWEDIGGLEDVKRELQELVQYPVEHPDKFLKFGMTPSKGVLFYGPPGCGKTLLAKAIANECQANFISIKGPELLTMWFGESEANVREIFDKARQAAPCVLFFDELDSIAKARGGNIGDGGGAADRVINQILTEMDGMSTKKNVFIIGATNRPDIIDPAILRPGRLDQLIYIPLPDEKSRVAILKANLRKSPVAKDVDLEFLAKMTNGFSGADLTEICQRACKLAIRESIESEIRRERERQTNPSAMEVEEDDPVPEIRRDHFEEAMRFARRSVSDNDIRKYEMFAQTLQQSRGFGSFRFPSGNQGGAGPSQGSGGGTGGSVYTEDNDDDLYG
Furin inh: human furin inhibition | purified furin, fluorogenic substrate cleavage | inhibition, % at 30 µM | hit rate 0.061% among 220,000 | AID 463115; in the data active means inhibition above about 25%; further: inactives centre near -15
EBV gp42 block: inhibitors of Epstein-Barr virus glycoprotein 42. Q1HVG2. Fluorescence polarization binding assay, mP read-out. inhibition, % (tested at 21.74 µM). hit rate 0.42% among 220,000; in the data active means inhibition above about 50%
Target sequence (Q1HVG2 whole entry, looked up): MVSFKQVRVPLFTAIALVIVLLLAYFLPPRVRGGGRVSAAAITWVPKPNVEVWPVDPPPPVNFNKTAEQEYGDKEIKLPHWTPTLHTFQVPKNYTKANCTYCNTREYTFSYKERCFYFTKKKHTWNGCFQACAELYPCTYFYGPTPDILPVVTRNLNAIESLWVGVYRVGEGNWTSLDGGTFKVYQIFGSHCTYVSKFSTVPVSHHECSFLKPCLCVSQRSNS
Tb hexokinase: T. brucei hexokinase 1 inhibition; hit rate 0.11% among 220,000; inhibition, % at 10 µM; recombinant TbHK1, G6PDH-coupled NADH A340;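 active means inhibition of 50% or more in the single-dose primary screen; inactive means inhibition below 50%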
RBBP9 inhibitor: inhibitors of human serine hydrolase RBBP9; recombinant RBBP9, FP-Rh probe fluorescence polarization; inhibition, % at 7.94 µM; hit rate 0.2% among 220,000;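 active means inhibition above the campaign mean of all tested compounds plus 3 SD, cut at about 14% in these data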;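 further: plate controls were DMSO wells with RBBP9 for no effect and wells lacking RBBP9 protein for full effect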
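System: RBBP9 protein / Buffer or medium: Tris/NaCl buffer pH 8.0 with 0.1% Pluronic / Probe or stimulus: Serine-hydrolase probe FP-Rh, 375 nM pre-mixing / Dosing: 7.94 µM single dose, 0.794% DMSO / Times: enzyme-compound preincubation 30 min, then probe labeling 45 min, 25 °C / Technique: fluorescence polarization (mP), excitation 525 nm, emission 598 nm / Replication: singlicate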
NCF1 inh: blocks human p47phox regulatory protein of NADPH oxidases. p47phox/p22phox peptide binding, fluorescence polarization, 2 h. inhibition, % at 24.7 µM. hit rate 0.53% among 220,000. AID 1274;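 active means inhibition above about 30%, limit read from the data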;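 further: 0% = p47phox with labelled peptide and 100% = labelled peptide alone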
The depositor's hits bear a star; x = not tested or not shown; [ ] = remark or other dose.

Order of values – Runt-CBFb FRET	m-calpain inh	Runt-SMMHC FRET	p97 ATPase inh	Furin inh	EBV gp42 block	Tb hexokinase	RBBP9 inhibitor	NCF1 inh
Cc1cc(C)n2nc(CCCCc3nc4nc(C)cc(C)n4n3)nc2n1
  x	-12	x	4	-21	-3	-3	-9	-1
N#Cc1cc(-c2ccccc2)nc(Oc2ccccc2)n1
  2	-12	-75	2	-7	-9	-6	-4	0
Cc1c(Br)c([N+](=O)[O-])nn1CC(=O)Nc1sc2c(c1C(=O)OC(C)C)CCCC2
  0	-25	4	3	-19[20 µM]	-6	-17	-6	-2
CC(C)c1ccc2nc3sc(C(=O)N4CCc5ccccc5C4)c(N)c3cc2c1
  x	-38	-4	1	-5[20 µM]	20	-16	-6	-39
O=C(O)COCCN1CCN([C@H](c2ccccc2)c2ccc(Cl)cc2)CC1
  0	2	-5	8	x	-11	x	2	-5
O=c1[nH]c(SCc2ccc(F)cc2)nc2c1cnn2-c1ccc(F)cc1
  0	x	-1	0	-21	x	-1	1	x
COc1ccc(C(C)=O)cc1COc1ccc([N+](=O)[O-])c(C)c1
  -3	10	0	1	-27	0	-6	2	2
CC(C)(C)C(=O)Nc1cccc(-c2nc3ccccc3c(=O)o2)c1
  -2	6	-4	-1	-5[20 µM]	-11	-2	2	-4
Cc1[nH]n(-c2ccc([N+](=O)[O-])cc2)c(=O)c1C=NCC1CCCO1 (centres undefined)
  -2	-12	1	-11	-19	3	-20	-6	-3
O=C(CN1CCN(S(=O)(=O)c2ccc(Br)cc2)CC1)Nc1ccc2c(c1)OCCO2
  2	-8	3	2	-19	-8	-3	-7	-11
Cc1cccc(NC(=O)NNC(=O)COc2ccc(Cl)cc2)c1
  2	-17	2	-2	-30	1	-7	-4	1
Cc1c(Cl)cccc1Nc1ccccc1C(=O)O
  2	-42	-4	3	-19	-14	-8	-2	-2
COc1cc(NC(=O)CCCc2c[nH]c3ccccc23)cc(OC)c1
  2	5	2	0	-21	13	-2	-9	-3
CCCCc1nc(NCc2ccccc2)c(C#N)c2c1COC(C)(C)C2
  -3	-35	-1	-1	-15[20 µM]	-16	-23	-6	-1
CC1=CCC2C(=O)N(c3ccc(N4CCOCC4)cc3)C(=O)C2C1 (centres undefined)
  0	-13	0	5	-8	-10	-7	2	-1
CCC(=O)N1CCN(c2ccccc2NC(=O)COc2cccc(C)c2)CC1
  -4	29	0	-6	-15[20 µM]	-5	2	-1	1
c1ccc(-c2cc3c(-n4cccc4)ncnc3o2)cc1
  -3	-28	-2	-2	-4	-22	18	-8	-13
CC(=O)NC(C)C(=O)OCC(=O)c1ccc(Cl)s1 (centres undefined)
  0	25	2	-2	-16	-2	7	-3	0
CC(C)c1ccc(S(=O)(=O)N2CCN(CCC(=O)Nc3ccc(N(C)C)cc3)CC2)cc1
  2	-13	5	-9	-17[20 µM]	-20	-9	-6	-8
O=C(NC1CCCc2ccccc21)c1cccc(Br)c1 (centres undefined)
  1	11	3	-1	-15	-3	-11	2	-7
CC1CCCC(NC(=O)COC(=O)/C=C/c2ccc3c(c2)OCO3)C1C (centres undefined)
  1	-26	3	1	-32	-22	-10	4	0
O=C(CC(C(=O)N1CCc2ccccc21)n1ccnc1)NCC1CCCO1 (centres undefined)
  -1	2	0	4	-13	-22	28	-4	2
CCCC(=O)c1c[nH]c(C(=O)NCc2ccco2)c1
  -1	13	2	4	-29	-33	3	-6	-9
COc1cccc(Cn2c(=O)ccc3ccccc32)c1
  1	-2	-5	1	-24	-2	-3	-2	-8
CC(=O)N1CCN(c2ccc(S(=O)(=O)NCCN(C(C)C)C(C)C)cc2[N+](=O)[O-])CC1
  -2	1	1	3	-19	-24	-3	-5	-8
Cc1noc(C)c1-c1nc(CSc2ccccc2)no1
  0	0	0	4	-20	-12	0	3	-4
Cc1c(CCOC(=O)c2cc([N+](=O)[O-])cc([N+](=O)[O-])c2)sc[n+]1CCCCS(=O)(=O)[O-]
  0	-7	0	2	-13	-4	4	-2	-1
CN(C)C=NCCn1c(N2CCOCC2)nc2c1c(=O)n(C)c(=O)n2C
  0	9	-1	5	-8	11	-2	2	-10
COc1ccc(CCNC(=O)CN2CCN(S(=O)(=O)c3ccc(Cl)cc3)CC2)cc1OC
  0	-21	1	0	-17[20 µM]	-16	-4	7	-1
O=C(O)CCC(=O)Nc1ccc(N2CCCCCC2)cc1
  12	3	8	4	6[20 µM]	3	2	8	7

Among those listed so far, 2 contain a furan ring, fused or not:
Order of values – Runt-CBFb FRET	m-calpain inh	Runt-SMMHC FRET	p97 ATPase inh	Furin inh	EBV gp42 block	Tb hexokinase	RBBP9 inhibitor	NCF1 inh
c1ccc(-c2cc3c(-n4cccc4)ncnc3o2)cc1
  -3	-28	-2	-2	-4	-22	18	-8	-13
CCCC(=O)c1c[nH]c(C(=O)NCc2ccco2)c1
  -1	13	2	4	-29	-33	3	-6	-9

(further entries)
Order of values – Runt-CBFb FRET	m-calpain inh	Runt-SMMHC FRET	p97 ATPase inh	Furin inh	EBV gp42 block	Tb hexokinase	RBBP9 inhibitor	NCF1 inh
COc1ccc(S(=O)(=O)NC(C)C)cc1C(=O)N1CCOCC1
  2	-16	0	4	-12	-16	1	1	-11
COC(=O)/C(=N\Nc1ccc(Cl)cc1)Sc1nnc(-c2ccc(OC)cc2)n1C
  -4	5	-1	5	-14	-18	-3	-8	-6
O=C(O)c1cccc(N/N=C/c2sc(N3CCOCC3)nc2-c2ccccc2)c1
  5	-42	-1	6	4	-9	22	-2	1
O=c1ccc(=O)n(-c2ccccc2)[nH]1
  15	-311	10	4	-14	2	-3	-1	-1
CCOCCN(C(=O)COC)c1cccc(OC)c1
  -2	-4	0	-2	-19	-11	-4	-9	-7
COC(=O)c1sccc1NC(=O)CC1C(=O)NCCN1C(=O)Nc1cc(Cl)ccc1OC (centres undefined)
  -2	-12	-6	-8	-1	-3	-4	-16	-7
NS(=O)(=O)c1ccc(NC(=O)CSC2=NC(=O)C(c3ccccc3)C(=O)N2)cc1 (centres undefined)
  2	-5	2	9	-18	-16	-23	7	0
O=C(C1CCCCC1)N1CCN(c2ccccc2F)CC1
  0	-1	2	0	-24	-5	4	-4	-10
Cc1ccc(CN(N=Nc2nonc2N)c2nonc2N)c(C)c1
  x	-1	x	2	-20[20 µM]	-2	-19	1	-20
C=C1C(=O)O[C@H]2C1CC[C@@](C)(O)C13C=CC(C)(C21)C1(C3)C(=O)O[C@@H]2C3C(C)=CCC3[C@](C)(O)C[C@H](OC(C)=O)C21 (some centres undefined)
  -2	-30	-1	0	-16	-7	-7	0	-6
CC(C)Nc1ccc(C(CC(N)=O)NC(=O)c2ccc(Br)cc2)cc1[N+](=O)[O-] (centres undefined)
  -2	-4	-4	x	-32	-15	-3	x	-16
Cc1ccc2[nH]c(=O)c(CN(Cc3ccco3)C(=O)CN3CCCC(C)C3)cc2c1 (centres undefined)
  21	3	6	-1	-13	-3	-9	-6	-4
O=C(O)C1CCCCC1C(=O)N1CC=C(c2ccccc2)CC1 (centres undefined)
  -4	-5	4	3	-14[20 µM]	-3	1	7	-10
COc1cc(CCC(=O)OCC(=O)Nc2ncc(Cl)cc2Cl)cc(OC)c1OC
  -1	-13	-2	1	-22	7	10	-1	-7
O=C(O)CNC(=S)N(Cc1ccccc1Cl)C1CCCCC1
  0	1	0	3	-19	6	1	2	-6
Cc1ccc(Nc2nc(C)cs2)cc1
  x	-24	x	2	-17	-10	-10	-5	-14
Cc1cccc(-c2n[nH]c(=S)n2/N=C/c2ccco2)c1
  17	-4	8	8	-14	-2	-15	12	0
CC(=O)c1cccc(NC(=O)Nc2c(C)nn(C)c2C)c1
  0	-2	-1	-3	-12[20 µM]	-10	-1	-5	-10
COc1ccc(C(C#N)N2CCCCC2)cc1OC (centres undefined)
  -1	17	-2	6	-24	-6	-4	1	-5
Cc1ccc(NCc2nnc(SCC(=O)OC3CCCCC3)o2)c(C)c1
  -9	-13	4	1	-4	-10	33	7	-5
Cc1cc(OC2CCCCC2)nc(NCc2ccccc2)n1
  1	21	-5	0	-9	-8	-10	7	-10
O=C(COC(=O)c1ccc(-c2nnc(-c3ccccc3)o2)cc1)c1ccccc1
  1	-3	3	4	-21	-42	-3	-1	5
CCCCc1nc2sc3c(=O)n(N)cnc3c2c2c1CCC2
  -3	-20	2	2	-30	-4	0	7	-8
Fc1ccc(NCc2nnc(SCc3ccccc3)o2)cc1
  4	-10	0	3	-24	-16	1	-3	5
Cc1nn(C(C)(C)C)c(NC(=O)c2ccc(Cl)cc2Cl)c1Br
  2	-16	1	1	-25	-19	-4	-10	-10
O=C(CSCCO)Nc1cccc(C(F)(F)F)c1
  1	-26	24	2	-18[20 µM]	-21	4	-5	-6
FC(F)(F)c1cc(-c2ccco2)nc(NCc2ccco2)n1
  5	3	5	-3	-21[20 µM]	-9	-8	-7	-10
c1ncn(C23CC4CC(CC(C4)C2)C3)n1
  -1	-1	3	-1	-30	1	-6	-4	2
Cc1cnc(C(=O)Nc2ccc(C)c(S(=O)(=O)N(C)C)c2)cn1
  0	3	-4	5	0	-4	-3	-6	0
O=C(Cn1cc(C(F)(F)F)ccc1=O)Nc1cc(S(=O)(=O)N2CCOCC2)ccc1Cl
  -2	9	2	3	-19	-10	13	-1	-14

Looked up by structure from the list above, 2 records:
Order of values – Runt-CBFb FRET	m-calpain inh	Runt-SMMHC FRET	p97 ATPase inh	Furin inh	EBV gp42 block	Tb hexokinase	RBBP9 inhibitor	NCF1 inh
COc1cc(CCC(=O)OCC(=O)Nc2ncc(Cl)cc2Cl)cc(OC)c1OC
  -1	-13	-2	1	-22	7	10	-1	-7
CC(=O)c1cccc(NC(=O)Nc2c(C)nn(C)c2C)c1
  0	-2	-1	-3	-12[20 µM]	-10	-1	-5	-10

(list continues)
Order of values – Runt-CBFb FRET	m-calpain inh	Runt-SMMHC FRET	p97 ATPase inh	Furin inh	EBV gp42 block	Tb hexokinase	RBBP9 inhibitor	NCF1 inh
CCN(CC)c1nc(-c2ccc(Cl)cc2)cc(C(F)(F)F)c1C#N
  10	-75	46	-6	-7	8	9	-5	3
Cc1ccc2cc(C(c3nnnn3Cc3ccccc3)N3CCc4ccccc43)c(=O)[nH]c2c1C (centres undefined)
  6	-278	-7	3	-24[20 µM]	-10	-18	-2	-33
Cc1cc[n+](C2=C([O-])c3ccccc3C(=O)/C2=N\S(=O)(=O)c2cccs2)cc1C
  -2	6	-5	5	-15	-4	-6	-4	-18
Cc1ccc(CNC(=O)c2cncc(Br)c2)cc1
  1	-13	0	0	-16	-3	1	6	-6
COc1ccc(CC(=O)Nc2cccc(SC)c2)cc1OC
  0	3	2	0	-18	-4	-4	-12	6
O=C(CSc1nc(-c2ccco2)cc(C(F)(F)F)n1)Nc1ccc2c(c1)OCO2
  -1	-13	1	2	-26[20 µM]	-2	4	-1	-15
O=C(Cn1c(=O)[nH]c2ccccc2c1=O)N1CCN(c2cccc(Cl)c2)CC1
  0	-55	-2	3	-26	-13	-5	-6	-7
CCOC(=O)c1cnc(SCc2cccc(C)c2)nc1N
  -4	30	-17	-1	-27[20 µM]	-3	0	-12	-18
Cc1c(C(=O)OC(C)C)sc(NC(=O)c2cccnc2)c1C#N
  -2	-15	-10	4	-18[20 µM]	-8	3	-3	-54
CCCC(=O)NC(=S)Nc1ccc(NC(=O)C(C)C)c(OC)c1
  0	19	3	-7	-17	-8	-2	-5	-2
O=C1COc2ccc(S(=O)(=O)N3CCc4ccccc43)cc2N1
  3	-11	0	4	-31	-15	-5	1	-12
CC(C)(C)c1csc(NNC(=O)c2ccc(Cl)cc2)n1
  12	-20	3	6	-20	-13	1	-6	-11
